# Compound activity deposited in PubChem BioAssay by The Scripps Research Institute Molecular Screening Center.
# pPAFAH FP inh = inhibitors of human plasma PAF acetylhydrolase (pPAFAH); Q13093; recombinant pPAFAH, FP-rhodamine probe fluorescence polarization; inhibition, % at 3.39 µM; hit rate 1.5% among 330,000;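 active = inhibition above the mean inhibition across the screen plus 3 SD, cut at about 25% in these data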;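 also: inhibitors block binding of the rhodamine activity-based probe so polarization drops; 0% = enzyme with DMSO and 100% = wells lacking pPAFAH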
# PAFAH2 FP inh = inhibitors of human PAFAH2; inhibition, % at 3.39 µM; recombinant PAFAH2, FP-rhodamine activity probe, fluorescence polarization; hit rate 0.99% among 340,000;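 active = inhibition above the mean over all tested compounds plus 3 SD, cut at about 30% in these data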;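 also: inhibitors block probe labeling of enzyme so polarization drops; 0% = enzyme with DMSO and 100% = wells lacking PAFAH2 protein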
# GSTO1 counter = blocks human GSTO1 in RBBP9 counter-screen; inhibition, % at 5.96 µM; AID 1974; hit rate 1.1% among 300,000; recombinant GSTO1, activity-based probe fluorescence polarization;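 active = inhibition above the campaign mean inhibition plus 3 SD, cut at about 35% in these data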;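 also: 0% = GSTO1-1 with DMSO and 100% = wells lacking GSTO1-1 enzyme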
# PME-1 primary = PME-1 (human) inhibition. recombinant PME-1, FP-Rh probe fluorescence polarization. hit rate 0.53% among 320,000. inhibition, % at 5.9 µM. Q9Y570;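 active = inhibition above the campaign mean of all compounds plus 3 SD, cut at about 26% in these data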;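 also: competitive labeling of PME-1 active site by serine hydrolase directed probe; 0% = PME-1 with DMSO and 100% = wells lacking PME-1 enzyme; inhibitors block probe labeling so polarization falls and inhibition rises; many of its hits are not listed in these tables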
# Target sequence (Q9Y570 whole entry, looked up): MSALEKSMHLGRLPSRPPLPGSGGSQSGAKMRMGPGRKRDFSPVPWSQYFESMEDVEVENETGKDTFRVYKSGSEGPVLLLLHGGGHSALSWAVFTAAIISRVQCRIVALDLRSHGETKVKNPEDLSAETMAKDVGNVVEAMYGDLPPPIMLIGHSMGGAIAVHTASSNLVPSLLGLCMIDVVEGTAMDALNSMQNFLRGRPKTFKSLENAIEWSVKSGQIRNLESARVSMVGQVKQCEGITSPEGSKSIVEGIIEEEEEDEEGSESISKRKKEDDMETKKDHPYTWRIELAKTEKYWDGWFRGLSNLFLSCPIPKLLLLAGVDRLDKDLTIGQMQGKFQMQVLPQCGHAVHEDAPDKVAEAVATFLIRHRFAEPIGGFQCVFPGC
# Fam108B counter = blocks mouse Fam108B hydrolase in RBBP9 counter-screen | recombinant Fam108B, FP-Rh probe fluorescence polarization | inhibition, % at 9.51 µM | hit rate 0.33% among 300,000 | AID 1947;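 active = inhibition above the screen mean inhibition plus 3 SD, computed separately per campaign, cut at about 18% in these data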;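 also: inhibitors lower polarization as less probe binds the enzyme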
# LYPLA1 inh = counter-screen for PME1 inhibitors: inhibitors of human LYPLA1 | O75608 | recombinant LYPLA1, FP-Rh probe fluorescence polarization | inhibition, % at 5.9 µM | hit rate 0.16% among 320,000 | AID 2174;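 active = inhibition above the mean of all tested compounds plus 3 SD, set per campaign, cut at about 14% in these data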;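 also: inhibitors block serine hydrolase probe labeling of LYPLA1 so polarization falls; 0% = enzyme with DMSO and 100% = wells lacking LYPLA1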
# PAD4 FP inh = blocks human protein arginine deiminase 4 | recombinant PAD4, RCA probe fluorescence polarization | inhibition, % at 6.36 µM | AID 485272 | hit rate 0.41% among 330,000 | Q9UM07;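 active = percent inhibition above a cutoff equal to the mean of all tested compounds plus 3 SD, cut at about 15% in these data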;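 also: 0% = PAD4 with RCA probe and DMSO and 100% = probe without PAD4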
# Target sequence (Q9UM07 whole entry, looked up): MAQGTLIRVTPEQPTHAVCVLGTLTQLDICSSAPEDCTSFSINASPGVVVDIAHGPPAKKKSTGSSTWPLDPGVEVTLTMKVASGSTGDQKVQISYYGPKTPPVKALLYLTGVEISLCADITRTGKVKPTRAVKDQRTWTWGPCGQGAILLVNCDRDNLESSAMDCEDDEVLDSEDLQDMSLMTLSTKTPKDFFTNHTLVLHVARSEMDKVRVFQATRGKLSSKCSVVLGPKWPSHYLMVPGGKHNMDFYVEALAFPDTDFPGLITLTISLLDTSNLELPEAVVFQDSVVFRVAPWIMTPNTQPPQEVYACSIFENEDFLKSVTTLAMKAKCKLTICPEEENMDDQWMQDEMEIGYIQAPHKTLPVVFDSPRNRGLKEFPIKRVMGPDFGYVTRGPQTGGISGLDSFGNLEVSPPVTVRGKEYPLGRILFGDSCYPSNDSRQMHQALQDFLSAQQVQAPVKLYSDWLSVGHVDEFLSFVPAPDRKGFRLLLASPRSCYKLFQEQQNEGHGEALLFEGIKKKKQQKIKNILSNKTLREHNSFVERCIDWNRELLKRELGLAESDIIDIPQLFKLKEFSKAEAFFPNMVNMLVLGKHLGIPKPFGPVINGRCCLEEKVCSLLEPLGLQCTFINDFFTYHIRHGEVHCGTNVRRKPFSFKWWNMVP
# PAFAH1B2 inh = blocks human PAF acetylhydrolase 1b catalytic subunit 2; hit rate 1.2% among 340,000; P68402; AID 492953; inhibition, % at 3.39 µM; recombinant PAFAH1B2, FP-rhodamine activity probe, fluorescence polarization;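 active = inhibition above the mean of all tested compounds plus 3 SD, cut at about 24% in these data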;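 also: 0% = enzyme with DMSO and 100% = wells lacking PAFAH1B2; many of its hits are not listed in these tables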
# PAFAH1B3 FP inh = PAFAH1B3 (human) inhibition; Q15102; recombinant PAFAH1B3, FP-rhodamine probe, fluorescence polarization; inhibition, % at 3.39 µM; hit rate 0.28% among 340,000; AID 492972;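 active = inhibition above the screen-wide average of all tested compounds plus 3 SD, cut at about 25% in these data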;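 also: 0% = enzyme with DMSO only and 100% = wells lacking PAFAH1B3 protein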
# * marks the source's active call; other numbers are inactive results; x = no result given. The list is partial, so the mix of outcomes need not match the whole.
SMILES,pPAFAH FP inh,PAFAH2 FP inh,GSTO1 counter,PME-1 primary,Fam108B counter,LYPLA1 inh,PAD4 FP inh,PAFAH1B2 inh,PAFAH1B3 FP inh
O=C(c1ccco1)N1CCN(c2ccc(S(=O)(=O)N3CCCC3)cc2)CC1,1,4,0,10,11,3,-4,-4,7
Cc1oc(C)c(C(=O)O)c1C(=O)O,3,8,7,0,4,0,1,6,12
C=CCn1c(SCC(=O)N2CCc3ccccc3C2)nc2ccccc2c1=O,4,2,3,2,0,1,-1,4,2
COc1ccc(C(=O)Nc2ccc(C(=O)N3CCCCC3)cc2)cc1OC,3,-3,10,0,1,-1,-2,1,4
COc1cc(-c2nc3ccccn3c2/N=C/c2cc(OC)c(OC)c(OC)c2)ccc1O,2,14,17,0,4,1,-2,1,17
O=C(Nc1ccc(Cl)cn1)c1ccccc1SCc1ccccc1,-2,9,-5,-5,-4,-1,0,4,13
O=C(Nc1nnc(S(=O)(=O)N2CCCCCC2)s1)c1cccc(Br)c1,2,-5,-239,-13,-10,-5,0,-35,-10
CCC(=O)N1CCc2cc(Br)cc(S(=O)(=O)N(C)c3ccc(OC)cc3OC)c21,-3,4,-8,4,3,-3,-3,3,4
CC(=O)c1cccc(Nc2nc(=O)c3cccnc3s2)c1,0,-7,-3,-6,0,-3,-1,4,-4
Cc1cc(C(F)F)n2nc(C(=O)Nc3ccccc3Br)nc2n1,-1,6,4,-1,1,0,1,9,-2
CC(=O)Nc1ccc(NC(=O)CSc2nc3nc(-c4cccs4)cc(C(F)(F)F)c3c(=O)[nH]2)cc1,-11,5,-19,-3,-13,-3,1,0,13
CCOC(=O)N1CCN(C(=O)CCCn2nnnc2CN2CCC(C)CC2)CC1,1,5,4,-1,0,-1,-5,-4,4
COc1ccccc1C=NNC(=O)c1ccccc1OCCOc1ccccc1,-6,-5,x,x,x,x,-3,2,-1
CCn1ccnc1CNC(=O)CC1C(=O)NCCN1Cc1ccccc1F (centres undefined),2,0,12,-2,-2,-2,1,6,5
CCOc1ccccc1N1CC(C(=O)Nc2c(C)n(C)n(-c3ccccc3)c2=O)CC1=O (centres undefined),-1,1,6,0,2,-1,1,0,3
COc1ccc(-c2cn[nH]c2-c2ccc(OCc3ccccc3)cc2O)cc1,9,3,2,-5,-1,-7,1,3,11
O=C(CSCc1cnn(-c2ccccc2)c1-n1cccc1)NCc1cccnc1,9,5,7,-1,4,2,-2,6,8
CCCc1cc(=O)oc2c(CN3CCCC3)c(O)ccc12,7,5,-9,-3,-1,2,-4,5,9
Cn1c(-c2ccc([N+](=O)[O-])cc2)nc2ccccc21,4,0,11,1,3,1,-2,3,5
Cc1oc(-c2ccccc2F)nc1CS(=O)(=O)CC(=O)N1CCc2ccccc21,7,-5,10,2,-4,-2,-3,3,2
O=C(/C=C/c1ccco1)NCC(=O)N/N=C/c1ccc(Cl)cc1,8,-7,-1,-7,-3,0,-1,-3,6
Cc1cc(/C=C2\SC(=S)NC2=O)c(C)n1C1CC1,32*,12,40*,-1,2,-3,-5,3,9
COC(=O)c1ccccc1NC(=O)CN(c1ccccc1)S(=O)(=O)N(C)C,2,14,-6,5,0,4,-1,6,8
CC1=CC(C)(C)N=C(Nc2nc(C)c3cc(C)cc(C)c3n2)N1,5,20,4,-5,3,1,-3,3,7
c1ccc2c(c1)[nH]c1c(N3CCN(C4CCCCC4)CC3)ncnc12,2,-4,-6,-1,-2,-1,-3,6,5

# Fetched by compound from the entries so far:
SMILES,pPAFAH FP inh,PAFAH2 FP inh,GSTO1 counter,PME-1 primary,Fam108B counter,LYPLA1 inh,PAD4 FP inh,PAFAH1B2 inh,PAFAH1B3 FP inh
CCOC(=O)N1CCN(C(=O)CCCn2nnnc2CN2CCC(C)CC2)CC1,1,5,4,-1,0,-1,-5,-4,4
O=C(CSCc1cnn(-c2ccccc2)c1-n1cccc1)NCc1cccnc1,9,5,7,-1,4,2,-2,6,8
CCCc1cc(=O)oc2c(CN3CCCC3)c(O)ccc12,7,5,-9,-3,-1,2,-4,5,9
COc1ccccc1C=NNC(=O)c1ccccc1OCCOc1ccccc1,-6,-5,x,x,x,x,-3,2,-1

# Next section:
SMILES,pPAFAH FP inh,PAFAH2 FP inh,GSTO1 counter,PME-1 primary,Fam108B counter,LYPLA1 inh,PAD4 FP inh,PAFAH1B2 inh,PAFAH1B3 FP inh
O=C(CSc1ccc(-c2cccc([N+](=O)[O-])c2)nn1)N1CCCC1,2,-3,-5,6,-1,2,-9,2,9
CC(C)[C@H](NC(=O)c1nn(Cc2ccccc2)c(=O)c2ccccc12)C(=O)O,2,-3,3,0,1,0,-6,3,4
CCOC(=O)c1c(N=CN(C)C)c2cc([N+](=O)[O-])cnc2n1C,1,0,-5,3,3,0,-1,10,4
COc1ccc(C(NC(=O)C(C)C)c2c(O)ccc3ccccc23)cc1OC (centres undefined),-6,9,2,5,-2,1,-5,1,15
COc1ccc(CSc2n[nH]c(C)n2)cc1Br,2,1,4,5,-1,-1,1,-4,-5
CC(C)(O)CC[C@@H](O)[C@](C)(O)[C@H]1CC[C@@]2(O)C3=CC(=O)[C@@H]4C[C@@H](O)[C@@H](O)C[C@]4(C)C3CC[C@]12C (some centres undefined),4,-1,3,-3,1,5,4,0,6
COc1ccc(CNCC(=O)Nc2cc(OC)cc(OC)c2)cc1,8,5,5,1,0,2,-5,1,-2
O=C(Cc1ccccc1)Nc1ccc(NC(=O)Cc2ccccc2)c(Cl)c1,5,-6,-1,0,-4,1,0,1,-5
O=c1c2ccccc2nc(-c2ccco2)n1-c1nc2ccccc2s1,-2,6,-6,-2,0,-2,0,4,-7
c1ccc(-c2csc(N3CCN(c4ccccn4)CC3)n2)cc1,5,6,-1,4,-4,-1,-7,-5,7
Cc1cccc(OCC(=O)NCc2cc(C)nc3ccccc23)c1,5,-4,12,-8,1,-3,2,4,4
CC(=O)Nc1cc(OC(=O)c2ccco2)cc(OC(=O)c2ccco2)c1,-4,-1,-6,0,-3,-3,-1,1,5
COc1ccc(C(CNS(=O)(=O)c2ccc(F)cc2)N2CCN(C)CC2)cc1 (centres undefined),6,-10,8,-4,5,4,-4,0,4
CCCNC(=O)C(Cc1cccc(Cl)c1)NC(=O)c1ccccc1 (centres undefined),-2,7,x,-4,x,2,-5,3,6
COc1ccc(N2CC(C(=O)N3CCN(C(=O)c4ccco4)CC3)CC2=O)cc1 (centres undefined),2,-10,0,-6,1,-6,-1,-3,8
Cc1ccc(C(=O)NC2CCSC2=O)cc1 (centres undefined),-2,-3,4,2,0,1,3,5,11
COC(=O)c1sc2ccccc2c1-n1cccc1C(=O)C(=O)Nc1ccc(OC)cc1,6,6,-7,-3,-5,-2,2,-1,1
COc1cc(/C=C(\C#N)C(=O)Nc2ccc(SC(F)F)cc2)cc(OC)c1OC,-1,-12,-4,-10,-3,-5,-9,3,-4
O=[N+]([O-])c1ccc(N2CCN(S(=O)(=O)c3ccc4ccccc4c3)CC2)cc1NCC1CCCO1 (centres undefined),0,-3,-5,-3,1,-1,4,0,-3
COc1ncccc1-c1nnn(-c2ccccc2Br)n1,0,3,3,9,0,2,-2,5,15
Cn1cc(S(=O)(=O)N2CCOCC2)cc1C(=O)NCCc1ccccc1,-2,9,-6,8,0,1,-1,4,0
COc1ccc(NC(=O)CN(C)C(=O)/C=C/c2cn(-c3ccccc3)nc2-c2cccs2)cc1,-17,-15,-34,-42,-24,-23,-1,-3,-7
O=C(O)CCC(=O)N1CCN(Cc2ccc3c(c2)OCO3)CC1,-2,-2,2,-4,-1,3,-5,4,7
COc1ccc(/C=C2/CCc3ccccc3C2=O)cc1OC,9,2,-1,6,1,-2,4,1,8
c1c2c(cc3sc(N4CCCCC4)nc13)OCO2,6,8,4,2,1,-2,-2,6,-3

# Part of the list above, showing only PAFAH1B3 FP inh.
compound | PAFAH1B3 FP inh
O=C(CSc1ccc(-c2cccc([N+](=O)[O-])c2)nn1)N1CCCC1 | 9
COc1ccc(CSc2n[nH]c(C)n2)cc1Br | -5
Cc1cccc(OCC(=O)NCc2cc(C)nc3ccccc23)c1 | 4

# Quoted from the listing:
# In LYPLA1 inh, c1ccc(-c2csc(N3CCN(c4ccccn4)CC3)n2)cc1 has the entry -1
# In LYPLA1 inh, CCCNC(=O)C(Cc1cccc(Cl)c1)NC(=O)c1ccccc1 (centres undefined) has the entry 2

# (more compounds)
SMILES,pPAFAH FP inh,PAFAH2 FP inh,GSTO1 counter,PME-1 primary,Fam108B counter,LYPLA1 inh,PAD4 FP inh,PAFAH1B2 inh,PAFAH1B3 FP inh
Cc1c(C(=O)N2CCN(c3ncccn3)CC2)oc2ccc(F)cc12,0,8,x,x,x,x,1,3,11
O=C(Nc1ccccc1N1CCCC1)c1ccco1,-2,7,-3,-2,1,4,1,-2,-2
CCC1CCCCN1C(=O)c1c[nH]c2ccc(S(=O)(=O)N(C)c3ccc(Cl)cc3)cc2c1=O (centres undefined),-9,4,-9,-4,-2,-2,-4,17,4
CC(C)(C)OC(=O)NCCc1nnc(SCc2ccccc2Cl)o1,0,0,0,-1,-2,0,1,4,2
c1ccc2c(c1)Cc1ccccc1O2,1,5,6,2,-6,-1,-3,-3,14
O=C(NCc1ccc2c(c1)OCO2)c1c(Cl)cccc1Cl,6,5,3,2,0,0,0,2,7
CCN(CC(=O)NCCc1ccccc1)S(=O)(=O)c1ccc(C)cc1,3,-27,-2,-5,-2,-2,-3,4,7
Cc1cc(C)cc(OCC(=O)N/N=C/c2ccco2)c1,1,2,9,7,3,1,-1,-2,2
COc1ccc(NC(=O)c2cccc3c2C(=O)N(C2CCCCC2)C3)cc1,-1,3,4,-9,-5,-3,-12,2,7
CC1(C)COC(c2ccc(F)c([N+](=O)[O-])c2)=N1,0,6,15,2,14,1,-3,1,3
CC(=O)c1cccc(NC(=O)CN(c2ccc(F)cc2)S(C)(=O)=O)c1,1,5,8,-3,15,-1,-2,0,10
Cc1ccc(/C=c2\sc3n(c2=O)CN(c2ccc(Br)cc2)CN=3)o1,7,5,6,3,4,4,1,8,-1
CCC12CN(C(=O)c3ccc(C)cc3)CC(CC)(CN(C(=O)c3ccc(C)cc3)C1)C2=O,7,0,1,-2,4,0,-1,1,-2
CC1CC(C)CN(S(=O)(=O)c2cccc(C(=O)OCCN3CCCC3=O)c2)C1 (centres undefined),-2,10,10,-4,1,0,-1,16,6
Cc1ccc(/C=N/NC(=O)c2ccc(N(C)S(=O)(=O)c3ccccc3)cc2)cc1,1,-5,-8,-9,-9,-12,-8,6,-3
CCN(CC)CCCN(CC(=O)N(C)Cc1ccccc1)C(=O)c1ccc([N+](=O)[O-])cc1,0,-2,-2,3,0,-1,-4,4,3
COc1cc(C(=O)NCCNC(=O)C2CCCNC2=O)cc(OC)c1OC (centres undefined),-3,-3,5,-1,-1,0,0,1,2

# Part of the list above, tab-delimited.
compound	pPAFAH FP inh	PAFAH2 FP inh	GSTO1 counter	PME-1 primary	Fam108B counter	LYPLA1 inh	PAD4 FP inh	PAFAH1B2 inh	PAFAH1B3 FP inh
COc1ccc(-c2cn[nH]c2-c2ccc(OCc3ccccc3)cc2O)cc1	9	3	2	-5	-1	-7	1	3	11
CC1=CC(C)(C)N=C(Nc2nc(C)c3cc(C)cc(C)c3n2)N1	5	20	4	-5	3	1	-3	3	7
